LAP4-GFP MLPCN: modulators of LAP4-GFP expression in yeast, primary screen, S. cerevisiae, multiplex flow cytometry, MLPCN library | 3 h; median GFP as percent of DMSO wells | GFP response vs DMSO, % at 10 µM | actives 0.34% (n = 320,000);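 active = GFP response vs DMSO above a set limit, about the screen mean plus 3 SD, cut at about 150% in these data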
proCasp7 act: procaspase-7 activators, primary screen, counter-screen for procaspase-3 activator project, biochemical, absorbance, HTS, human; Caspase-7 (Homo sapiens), P55210; recombinant procaspase-7, Ac-DEVD-pNA absorbance 405 nm; D23A/D198A/D206A triple mutant, cannot self-cleave; scale: DMSO 0, 5 µM enzyme 100; activation, % at 8.5 µM; actives 0.093% (n = 330,000); AID 463210, 2010;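 active = percent activation above the screen-wide mean plus 3 SD, cut at about 25% in these data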
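Assay system: Uncleavable procaspase-7 mutant enzyme / Input: 2 µM procaspase-7 mutant as dispensed / Dosing: single nominal 8.5 µM compound dose, 0.8% DMSO final / Timing: 1 h enzyme–compound preincubation and 2 h substrate reaction, both 25 °C / Detection: p-Nitroaniline absorbance at 405 nm, read at 0 and 120 min / Replication: singlicate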
MEP2 TOR yeast: modulators of MEP2-GFP levels in yeast, primary screen, S. cerevisiae, multiplex flow cytometry, MLPCN library. AID 2016, 2009. S. cerevisiae MEP2-GFP strain, 3 h; 100% = DMSO control level. GFP response vs DMSO, % at 10 µM. actives 0.51% (n = 330,000);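 active = GFP response versus DMSO above a set limit, roughly screen mean plus 3 SD, cut at about 180% in these data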;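 note: median GFP fluorescence of the barcode-gated MEP2-GFP cells per well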
AHR act: AHR activators, primary screen, cell-based, luminescence, luciferase reporter, human; Aryl hydrocarbon receptor (Homo sapiens), P35869; actives 2.5% (n = 320,000); AHR-responsive luciferase reporter cells; activation, % at 5 µM; in the data active = activation above about 47%;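 note: 0% = vehicle wells and 100% = reference agonist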
Target sequence (P35869 whole entry, looked up): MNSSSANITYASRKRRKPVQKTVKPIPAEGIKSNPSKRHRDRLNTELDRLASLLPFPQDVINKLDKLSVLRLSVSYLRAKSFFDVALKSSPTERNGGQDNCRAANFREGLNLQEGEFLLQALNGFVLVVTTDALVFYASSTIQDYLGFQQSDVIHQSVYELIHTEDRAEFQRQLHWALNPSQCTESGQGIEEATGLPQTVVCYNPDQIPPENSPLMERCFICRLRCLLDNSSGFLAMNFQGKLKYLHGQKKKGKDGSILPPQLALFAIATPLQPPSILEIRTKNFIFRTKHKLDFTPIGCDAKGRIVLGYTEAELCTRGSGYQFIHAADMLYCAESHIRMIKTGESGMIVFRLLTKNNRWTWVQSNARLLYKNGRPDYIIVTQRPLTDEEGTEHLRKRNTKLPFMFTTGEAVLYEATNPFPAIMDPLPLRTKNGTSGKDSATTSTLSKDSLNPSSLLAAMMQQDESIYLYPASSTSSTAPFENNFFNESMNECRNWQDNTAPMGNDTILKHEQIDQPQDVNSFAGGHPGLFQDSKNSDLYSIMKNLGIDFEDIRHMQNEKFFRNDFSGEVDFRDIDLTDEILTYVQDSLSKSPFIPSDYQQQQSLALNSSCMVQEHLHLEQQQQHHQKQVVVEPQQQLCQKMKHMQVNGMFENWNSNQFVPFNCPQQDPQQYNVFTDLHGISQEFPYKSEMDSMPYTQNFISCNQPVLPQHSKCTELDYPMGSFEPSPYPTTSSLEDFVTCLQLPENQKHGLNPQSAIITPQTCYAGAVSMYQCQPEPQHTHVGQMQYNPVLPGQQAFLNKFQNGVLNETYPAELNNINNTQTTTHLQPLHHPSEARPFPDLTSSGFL
procasp3 activ: activators of human procaspase-3 D3A mutant, primary screen, biochemical, absorbance, PC-3 D3A mutant, single concentration; recombinant procaspase-3 D3A, Ac-DEVD-pNA absorbance 405 nm; activation, % at 8.5 µM; Caspase-3 (Homo sapiens), P42574; actives 0.11% (n = 330,000);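 active = activation above the mean of all tested compounds plus 3 SD, cut at about 21% in these data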;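 note: 0% = DMSO alone and 100% = DMSO wells spiked with extra 5 µM PC-3 D3A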
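Compound: 8.5 µM single point, 0.8% DMSO / Material: Autoprocessing-dead procaspase-3 D3A mutant enzyme / Timing: 1 h preincubation plus 2 h reaction at 25 °C / Medium: Zinc-free HEPES/NaCl buffer with 0.01% Triton X-100 at pH 7.4 / Technique: 405 nm absorbance of p-nitroaniline, reads at 0 and 120 min / Repeats: one well per compound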
Yeast superoxide: reduction of superoxide in aged yeast, primary screen, HTS; S. cerevisiae aged cells, superoxide DHE fluorescence; stronger effect = lower value; actives 0.18% (n = 330,000); AID 2690, 2010; superoxide response (% of plate mean), % at 10 µM;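 active = superoxide response under a set limit, about three screen SD below normal, cut at about 65% in these data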;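 note: yeast aged for seven days with compound at 30 °C before DHE staining; 100% = average MFI of all compound-treated wells on the plate with controls excluded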
RPL19A TOR yeast: RPL19A-GFP expression modulators in yeast, primary screen, cell-based, S. cerevisiae, multiplex flow cytometry, MLPCN; S. cerevisiae RPL19A-GFP strain, 3 h; stronger effect = lower value; actives 0.3% (n = 330,000); AID 2025, 2009; percent response vs DMSO, % at 10 µM;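 active = percent response vs DMSO below 50%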;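 note: median channel GFP fluorescence of the barcoded RPL19A-GFP strain; ratio of sample median GFP to plate DMSO average so 100% = DMSO; lower means less RPL19A-GFP as with rapamycin TOR inhibition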
JMJD2C inh: inhibitors of GASC-1 histone demethylase, primary screen, biochemical, fluorescence, DELFIA europium; Lysine-specific demethylase 4C (Homo sapiens), Q9H3R0; GST-JMJD2C(1-420) H3K9me3 demethylation; inhibition, % at 2.35 µM; actives 0.069% (n = 330,000); AID 2099, 2009;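 active = more than half of a compound's replicate wells show inhibition beyond 50%, single wells judged on their own value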;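 note: signal counts dimethyl H3K9 product captured on neutravidin plate; 0% = median of DMSO wells and 100% = 0.3 times that DMSO median; strong numbers were not always called active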
Starred values were filed as active, the others as inactive; . = not tested or not shown; & = joins results of further samples; [ ] = another dose, or the depositor's remark.

[1] COC(=O)C1Cc2c([nH]c3ccccc23)C2(CCN(Cc3ccccc3)CC2)N1 (centres undefined)
[2] CCOC(=O)c1c(C)c(C(=O)NCCCN2CCCC2=O)c(C)n1CC
[3] CC(Nc1ccc2c(c1)OCCO2)C(=O)Nc1ccc2c(c1)OCO2 (centres undefined)
[4] COc1ccc(CNC(=O)C(=O)NCC2OCCN2S(=O)(=O)c2ccc(F)cc2)cc1 (centres undefined)
[5] Cc1ccc(N2CC(C(=O)N3CCC(C(=O)Nc4nnc(C(C)C)s4)CC3)CC2=O)cc1 (centres undefined)
[6] Cc1ccc(Sc2nnc(Cc3ccccc3)c3ccccc23)cc1
[7] COc1ccc(NC(=O)CSc2nc(N)c(C(=O)Nc3ccc(N(C)C)cc3)s2)cc1
[8] Cc1cc(=O)n2[nH]c(-c3ccccc3Cl)cc2n1

assay / entry	1	2	3	4	5	6	7	8
LAP4-GFP MLPCN	95	104	110	93	87	100	95	98
proCasp7 act	-1	1	5	5	-9	19	-15	-1
MEP2 TOR yeast	111	103	101	104	93	98	102	97
AHR act	7	-2	0	-6	1	-1	50*	26
procasp3 activ	3	0	8	6	-17	5	-15	0
Yeast superoxide	105	87	81	108	103	110	87	116
RPL19A TOR yeast	105	98	118	103	102	94	99	99
JMJD2C inh	10	-5	-4	-2	-1	-3	1	-23

[9] Cc1ccc(S(=O)(=O)NCCC(=O)NNC(=O)c2ccccc2O)cc1C
[10] Cc1cc(C)nc(Nc2ccc(Br)cc2C(=O)O)n1
[11] Cc1ccc(C(=O)NCCCN2CCOCC2)cc1S(=O)(=O)N1CCOCC1
[12] Cc1ccccc1NC(=O)COC(=O)C1CC2CCCC(C1)C2=O (centres undefined)
[13] COc1ccc(-c2nnc(SCc3csc(N)n3)n2C)cc1
[14] COC(=O)C(CCCCN1C(=O)C2C3C=CC(C3)C2C1=O)N1C(=O)C2C3C=CC(C3)C2C1=O (centres undefined)
[15] COC(=O)c1cc(Br)c(=O)n(Cc2ccc3c(c2)OCO3)c1
[16] CCOC(=O)c1cccc(Nc2nc(-c3cccnc3)nc3ccccc23)c1

assay / entry	9	10	11	12	13	14	15	16
LAP4-GFP MLPCN	106	108	101	102	93	106	101	104
proCasp7 act	10	6	-8	-8	2	-1	7	4
MEP2 TOR yeast	105	112	106	95	94	104	98	90
AHR act	3	9	-1	3	2	-1	0	31
procasp3 activ	-5	7	6	-7	-1	5	4	7
Yeast superoxide	118	115	124	103	85	106	97	94
RPL19A TOR yeast	101	105	93	97	94	101	92	87
JMJD2C inh	0	-38	-9	3	-5	-4	11	-7

[17] CC(C)NC(=O)CCn1c(=S)oc2ccccc21
[18] O=C(c1cc2nc(-c3ccccc3)cc(C(F)(F)F)n2n1)N1CCOCC1
[19] O=C(CSc1ccccc1)Nc1nnc(-c2ccco2)o1
[20] Cc1ccc(CN2C(=O)CSC2c2ccc(F)cc2)cc1 (centres undefined)
[21] Cc1ccc(Cn2nnc3c(=O)[nH]c(C4CCN(S(=O)(=O)c5ccc(S(=O)(=O)NC6CC6)cc5)CC4)nc32)cc1
[22] COc1ccc(OC)c(C(=O)CSc2nccc(-c3ccc(Br)cc3)n2)c1
[23] CNS(=O)(=O)c1ccc(NC(=O)C(CCSC)NC(N)=O)cc1 (centres undefined)
[24] COc1ccc(OC)c(NC(=O)CN2CCc3ccccc3C2)c1

assay / entry	17	18	19	20	21	22	23	24
LAP4-GFP MLPCN	95	104	99	105	95	113	99	95[may fluoresce violet]
proCasp7 act	0	1	0	2	7	6	5	-2
MEP2 TOR yeast	107	97	102	102	100	105	107	395*[may fluoresce violet]
AHR act	6	3	-1	1	-3	28	3	5
procasp3 activ	8	4	1	12	3	-3	-4	-4
Yeast superoxide	97	82	102	95	81	108	87	107
RPL19A TOR yeast	106	93	97	97	106	100	105	39*[may fluoresce violet]
JMJD2C inh	12	7	-7	-31	4	14	12	-5

[25] CC(C)(CS(=O)(=O)[O-])NC(=O)CC[N+](C)(C)CCO
[26] CCC(=O)Nc1cc(=O)[nH]c2nc(-c3ccc(Cl)cc3)nn12
[27] CCC(C)NC(=O)c1ccccc1-c1ccccc1C(=O)NC(C)CC (centres undefined)
[28] CC(=O)c1c(N)[nH]c(-c2ccccc2)nc1=S
[29] O=C1CC2(CCCC2)Oc2ccc(F)cc21
[30] COc1cc(NC(=O)Cc2ccccc2)cc(OC)c1
[31] Cc1cc(Sc2nnc(/N=C/N(C)C)s2)c2ccccc2n1
[32] CN(C)/C=C/C(=O)c1ncc(C(F)(F)F)cc1Cl

assay / entry	25	26	27	28	29	30	31	32
LAP4-GFP MLPCN	100	104	98	101	110	97	119	101
proCasp7 act	-8	-5	7	-8	7	2	-6	6
MEP2 TOR yeast	92	99	102	106	91	101	98	97
AHR act	0	74*	-1	62*	1	17	-4	10
procasp3 activ	2	2	4	-18	4	0	-1	5
Yeast superoxide	108	109	81	102	103	87	80	83
RPL19A TOR yeast	93	100	100	102	102	95	98	98
JMJD2C inh	5	0	23	-6	-4	1	.	6

[33] NC(=O)OCC(COC(N)=O)c1ccccc1
[34] CCn1c(C)cc(/C=C2/SC(=S)NC2=O)c1C
[35] COc1ccc(NS(=O)(=O)c2cccc(NC(=O)CCC(=O)c3cccs3)c2)cc1
[36] O=C(O)CC/C(=N\Nc1ccccc1[N+](=O)[O-])c1cccs1
[37] COC(=O)c1cc(C(=O)OC)cc(N2C(=O)CC(Sc3nc(C)cc(C)n3)C2=O)c1 (centres undefined)
[38] CS(=O)Cc1cc(Oc2ccccc2)nc(-c2ccncc2)n1 (centres undefined)
[39] COc1ccc(C2C(C(C)=O)=C(O)C(=O)N2CCc2c[nH]c3ccccc23)cc1 (centres undefined)
[40] O=c1nc(N2CCOCC2)ccn1Cc1ccc(Br)cc1

assay / entry	33	34	35	36	37	38	39	40
LAP4-GFP MLPCN	107&106	102	93	110	105	96	82	107
proCasp7 act	1&1	-18	1	1	-7	9	-3	4
MEP2 TOR yeast	98&103	122	100	93	108	104	103	105
AHR act	0&-3	4	-2	16	-1	1	3	0
procasp3 activ	-4&3	-7	7	-3	-9	3	-8	4
Yeast superoxide	103&93	109	93	112	89	109	89	99
RPL19A TOR yeast	99&103	110	102	101	106	100	106	103
JMJD2C inh	-7&-1	-3	-8	29	-26	-11	-11	16

Brought forward from above: three compounds, followed by the next part.
[38] CS(=O)Cc1cc(Oc2ccccc2)nc(-c2ccncc2)n1 (centres undefined)
[39] COc1ccc(C2C(C(C)=O)=C(O)C(=O)N2CCc2c[nH]c3ccccc23)cc1 (centres undefined)
[40] O=c1nc(N2CCOCC2)ccn1Cc1ccc(Br)cc1
[41] CCS(=O)(=O)c1nc(NC(C)=O)n[nH]1
[42] Cc1ccc(C)c(NC(=O)/C(C#N)=C/c2ccc(Sc3nncn3C)c([N+](=O)[O-])c2)c1
[43] CN1CCN(c2nc(-c3ccccc3)nc3c2oc2ccccc23)CC1
[44] FC(F)(F)c1ccccc1-n1ccnc1
[45] CCCCOc1ccc(Cl)cc1Nc1nc(NCCO)nc(N2CCCC2)n1
[46] CC(C)C(=O)NCC(c1cccs1)S(=O)(=O)c1ccc(F)cc1 (centres undefined)
[47] CCc1ccc2[nH]c(=O)c(CN(Cc3ccccc3OC)C(=O)Nc3ccccc3OC)cc2c1
[48] CCCS(=O)(=O)c1c(S(=O)(=O)CCC)c2ccc(C(N)=O)cn2c1C(=O)c1ccccc1

assay / entry	38	39	40	41	42	43	44	45	46	47	48
LAP4-GFP MLPCN	96	82	107	89	102	88	108	105	97	107	105
proCasp7 act	9	-3	4	-2	12	4	7	0	-8	-5	.
MEP2 TOR yeast	104	103	105	87	105	90	99	88	101	105	107
AHR act	1	3	0	2	1	-4	3	10	2	5	.
procasp3 activ	3	-8	4	-5	16	4	0	7	13	-3	.
Yeast superoxide	109	89	99	101	100	86	110	109	70	107	91
RPL19A TOR yeast	100	106	103	99	105	86	89	102	101	101	104
JMJD2C inh	-11	-11	16	3	-18	-7	.	-3	11	3	5

7 compounds picked at random from the list so far:
[48] CCCS(=O)(=O)c1c(S(=O)(=O)CCC)c2ccc(C(N)=O)cn2c1C(=O)c1ccccc1
[41] CCS(=O)(=O)c1nc(NC(C)=O)n[nH]1
[46] CC(C)C(=O)NCC(c1cccs1)S(=O)(=O)c1ccc(F)cc1 (centres undefined)
[45] CCCCOc1ccc(Cl)cc1Nc1nc(NCCO)nc(N2CCCC2)n1
[44] FC(F)(F)c1ccccc1-n1ccnc1
[43] CN1CCN(c2nc(-c3ccccc3)nc3c2oc2ccccc23)CC1
[47] CCc1ccc2[nH]c(=O)c(CN(Cc3ccccc3OC)C(=O)Nc3ccccc3OC)cc2c1

assay / entry	48	41	46	45	44	43	47
LAP4-GFP MLPCN	105	89	97	105	108	88	107
proCasp7 act	.	-2	-8	0	7	4	-5
MEP2 TOR yeast	107	87	101	88	99	90	105
AHR act	.	2	2	10	3	-4	5
procasp3 activ	.	-5	13	7	0	4	-3
Yeast superoxide	91	101	70	109	110	86	107
RPL19A TOR yeast	104	99	101	102	89	86	101
JMJD2C inh	5	3	11	-3	.	-7	3

Next compounds
[49] COc1ccc(N2CCN(c3oc(COc4ccc(Cl)cc4Cl)nc3C#N)CC2)cc1
[50] O=C(O)/C=C/C(=O)NCc1cn(-c2ccccc2)nc1-c1cccc(Br)c1
[51] COc1ccc(C(=O)NC(C)CCc2ccccc2)cc1 (centres undefined)
[52] CC(=O)Nc1ccc(Nc2ncnc(N)c2[N+](=O)[O-])cc1

assay / entry	49	50	51	52
LAP4-GFP MLPCN	101	109	80	109
proCasp7 act	-2	5	-8	0
MEP2 TOR yeast	101	108	84	102
AHR act	-2	-2	3	1
procasp3 activ	-2	2	-2	1
Yeast superoxide	90	97	92	100
RPL19A TOR yeast	106	104	93	97
JMJD2C inh	12	2	-10	-17
